Screening data: PubChem, several laboratories
PLK1 kinase inh: human PLK1 kinase inhibitors, primary screen, biochemical, TR-FRET. Serine/threonine-protein kinase PLK1 (Homo sapiens), P53350. recombinant PLK1 kinase, TR-FRET peptide phosphorylation. inhibition, % at 10 µM. 97,000 compounds, 0.53% hits. AID 619, 2007;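 active = inhibition of 50% or more in the single-concentration screen; inactive = inhibition below 50%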;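 note: 0% = DMSO max control and 100% = H-89 dihydrochloride min control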
Target sequence (P53350 whole entry, looked up): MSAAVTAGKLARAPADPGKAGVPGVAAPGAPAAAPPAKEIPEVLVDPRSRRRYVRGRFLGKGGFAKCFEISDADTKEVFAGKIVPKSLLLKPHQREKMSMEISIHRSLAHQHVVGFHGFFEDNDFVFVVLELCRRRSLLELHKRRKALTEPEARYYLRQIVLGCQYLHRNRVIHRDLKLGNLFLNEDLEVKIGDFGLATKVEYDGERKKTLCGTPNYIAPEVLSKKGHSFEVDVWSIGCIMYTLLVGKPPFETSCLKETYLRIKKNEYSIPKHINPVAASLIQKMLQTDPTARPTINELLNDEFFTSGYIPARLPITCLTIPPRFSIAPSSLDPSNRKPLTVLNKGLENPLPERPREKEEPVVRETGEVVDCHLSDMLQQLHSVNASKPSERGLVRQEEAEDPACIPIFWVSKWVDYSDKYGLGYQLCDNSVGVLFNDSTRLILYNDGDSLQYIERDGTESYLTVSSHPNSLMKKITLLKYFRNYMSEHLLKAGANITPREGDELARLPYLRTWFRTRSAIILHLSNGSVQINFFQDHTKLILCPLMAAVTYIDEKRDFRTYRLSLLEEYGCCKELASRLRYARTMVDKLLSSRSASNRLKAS
hDAT+cocaine: changed hDAT dopamine uptake under cocaine IC80, either direction, primary screen, cocaine antagonist project, cell-based, LLC-PK1 hDAT, [14C]-dopamine uptake, MLSMR; Sodium-dependent dopamine transporter (Homo sapiens), Q01959; LLC-PK1 hDAT cells, [14C]-dopamine uptake with cocaine IC80; actives deviate in either direction; B-score at 10 µM; 110,000 compounds, 1.3% hits;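 active = Z score or B-score, a plate-position-corrected score, falls beyond the plate's 99.7% confidence bounds, in either direction; inactive = both scores lie inside the 99.7% bounds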;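 note: scored against the spread of the other compound wells on the same plate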
F-actin modifier: modifiers of F-actin cytoskeleton organization, primary screen, imaging, HUVEC, phalloidin staining, high-content imaging | HUVEC TNFa F-actin phalloidin imaging | inhibition, % at 2 µM | 91,000 compounds, 0.18% hits | AID 836, 2007;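 active = inhibition above the batch mean plus 3 SD and confirmed as a hit by visual image inspection, cut at about 30% in these data, passing the limit was not always enough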; note: strong numbers were not always called active
sEH inh: soluble epoxide hydrolase inhibitors, primary screen, biochemical, human sEH | recombinant human sEH enzymatic activity assay | inhibition, % at 2 µM | 91,000 compounds, 0.34% hits | AID 707, 2007; in the data active = inhibition above about 80%; note: values of inactives mirror those of a sister screen read the other way; many of its hits are not listed in these tables
HUVEC tox TNFa: cytotoxicity in TNFa-stimulated HUVEC, primary screen, cytotoxicity control for VCAM1 expression modulator project, imaging, Hoechst nuclei count; HUVEC TNFalpha-stimulated, Hoechst cell count; cell count reduction, % at 2 µM; 93,000 compounds, 0.17% hits; AID 848, 2007;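 active = cell count reduction exceeding the screen mean by over 5 SD, scaled to untreated wells per plate, cut at about 78% in these data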;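 note: cells counted after 24 h of TNF alpha exposure following the 1 h pretreatment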
PLK1 PBD inh: Plk1 polo box domain binding inhibitors, primary screen, biochemical, fluorescence polarization. Serine/threonine-protein kinase PLK1 (Homo sapiens), P53350. Plk1 PBD phosphopeptide binding. inhibition, %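 (tested at about 20 µM)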. 97,000 compounds, 0.13% hits. AID 693, 2007; in the data active = inhibition above about 34%, passing the limit was not always enough
Ecoli WT expand: growth inhibitors of wild-type E. coli, primary screen, strain BW25113, expanded library, OD600 | growth inhibition, % at 100 µM | OD600 absorbance | 98,000 compounds, 0.15% hits;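 active = growth inhibition above about 50% at one test dose, limit read from the data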;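 note: growth measured after 20 h incubation at 37 °C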
VCAM1 TNFa inh: inhibitors of TNFa-induced VCAM1 expression, primary screen, imaging, HUVEC, TNFa stimulus, immunofluorescence. AID 802, 2007. 95,000 compounds, 0.48% hits. HUVEC TNFa-induced VCAM-1 immunofluorescence, high-content imaging. inhibition, % at 2 µM;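 active = inhibition above the batch mean plus 3 SD, with images confirmed as a hit by eye, cut at about 37% in these data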;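 note: 0% = TNF-stimulated DMSO wells and 100% = unstimulated control wells; not every result past the cut was called active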
HUVEC tox IL1B: cytotoxicity in IL-1B stimulated HUVEC, primary screen, cytotoxicity control for IL-1B NFkB translocation project, imaging, Hoechst nuclear count, IL-1B stimulus | AID 845, 2007 | 94,000 compounds, 0.41% hits | HUVEC cell count loss | cell count reduction, % at 2 µM;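 active = cell count reduction more than 3 SD above the screen-wide mean, cut at about 70% in these data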;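 note: normalized per plate to untreated control cells as the no-loss baseline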
Starred values were filed as active, the others as inactive; / = no result given. Not a hit list. Share with any hit: about 3.4%.

Each structure is followed by: PLK1 kinase inh	hDAT+cocaine	F-actin modifier	sEH inh	HUVEC tox TNFa	PLK1 PBD inh	Ecoli WT expand	VCAM1 TNFa inh	HUVEC tox IL1B
> O=C(Nc1cccnc1)c1ccc(NC(=O)c2ccco2)cc1
→ -14	-0.65	16	3	-36	-16	-3	-2	24
> COc1ccc(-c2nnc3sc(COc4ccc(C)cc4)nn23)cc1
→ -4	-0.32	-15	-5	10	8	-5	10	18
> CSc1nnc(-c2ccc(F)cc2)o1
→ -10	0.39	3	-2	-18	-35	10	16	-14
> CCN(CC)C(=O)CSc1nc2c(sc(=S)n2Cc2ccco2)c(=O)n1-c1ccccc1
→ 7	0.61	-12	-15	-1	8	-13	-2	13
> Cc1sc2nc(SCC(=O)N3CCCCC3)[nH]c(=O)c2c1C
→ 5	0.11	1	2	-18	-8	/	-8	36
> O=C(Nc1ccc(OC(=O)c2ccncc2)cc1)c1ccncc1
→ 1	-0.31	16	4	-32	22	1	-4	4
> O=C(O)c1ccc(CSc2nnc(Cc3ccccc3)o2)cc1
→ 0	0.33	0	3	-20	-6	-7	10	0
> Cc1nnc(SCc2ccc(Cl)cc2Cl)[nH]c1=O
→ -3	/	8	5	-14	-10	4	-4	-12
> CCOC(=O)C(C(=O)Nc1ccccn1)C1CCCCC1 (stereo unspecified)
→ -9	-0.77	-20	-15	-13	9	1	-3	3
> COc1ccc(NC(=O)CC(=O)Nc2ccc(OC)cc2OC)c(OC)c1
→ -7	1.4	-4	13	-3	-13	5	14	-10
> COC(=O)Cn1c2ccc(C)cc2c2nc(C)sc21
→ -12	0.16	5	-4	13	-7	-4	12	7
> CN1CCN(c2nc(-c3ccccc3)cc(C(F)(F)F)n2)CC1
→ 1	0.096	12	-4	4	13	26	1	-31
> CCn1c(SCC(=O)Nc2ccc(C)cc2)nnc1-c1ccc(O)cc1
→ -16	-1.1	-1	-1	-5	18	/	13	-24
> COc1ccc(-c2nc(N)ncc2-c2csc(C)n2)c(O)c1
→ -4	0.33	-18	-12	17	12	-2	-31	44
> O=C1CC(C(F)(F)C(F)(F)C(F)(F)C(F)F)=Nc2ccccc2N1
→ 6	-0.25	-3	4	-32	-2	1	-5	-59
> Cc1c(S(=O)(=O)Nc2cccc(Cl)c2)c(=O)n(C)c(=O)n1C
→ -16	1.2	1	-3	-15	-20	7	11	11
> Cc1ncsc1CCSc1n[nH]c(=O)n1-c1ccccc1
→ -8	0.038	-5	0	-8	-6	-6	-9	-160
> Cc1nnc(C)n1/N=C/c1ccc(-c2ccccc2)cc1
→ -5	-0.87	7	9	7	-21	4	-4	-21
> CCNC(=O)CSc1nnc(-c2ccc(OC)cc2)n1CC(C)C
→ -10	0.0025	7	-3	-8	7	6	-15	17
> Cc1ccccc1N1C(=O)N(c2cccc(C(F)(F)F)c2)C2CS(=O)(=O)CC21 (stereo unspecified)
→ -8	-0.0028	2	6	-19	1	3	10	-9
> CC(C)(C)C(=O)Cn1ncc(N2CCCC2)c(Br)c1=O
→ 1	0.71	3	17	-3	-18	5	19	13
> Cc1cc(O)c(-c2cc(C(=O)NCc3ccc4c(c3)OCO4)[nH]n2)cc1C
→ -17	0.63	-14	-6	-24	18	-3	0	-2
> COc1ccc(C(=O)Nc2ccc3oc(-c4cccc(F)c4)nc3c2)cc1OC
→ -19	/	-2	16	-1	-8	-12	6	-2
> O=C(NN1CCOCC1)c1cc(-c2ccccc2)nc2ccccc12
→ -6	0.11	31	7	-26	-5	5	6	-54
> COc1ccc(NC(=O)CSc2nc3ccccc3c(=O)n2CCC(=O)N2CCCCC2)cc1
→ 12	0.45	-10	-2	27	-10	-13	18	-23
> COc1ccc(NC(NC(=O)c2ccc(OC)cc2)C(Cl)(Cl)Cl)cc1 (stereo unspecified)
→ -5	/	-8	-5	-50	8	-1	-24	3
> Cc1nc(OCC(=O)c2ccc(Cl)cc2)c(C#N)c2c1COC(C)(C)C2
→ -7	-0.53	1	-32	-5	-19	-1	7	-11
> Cc1ccc(C)c(S(=O)(=O)C(C#N)c2nc3ccccc3nc2N2CCOCC2)c1 (stereo unspecified)
→ -3	-1	-5	-15	-27	15	1	-9	-14
> COc1ccc(C(=O)N(CN2CCCC2=O)c2nccs2)cc1OC
→ 2	0.046	1	/	-21	9	4	14	-4
> Cc1ccc(C)n1NC(=O)c1cccc(Cl)c1
→ -5	0.059	-10	-2	-18	5	-3	0	4
> Cn1nc(-c2ccc(OCC(=O)NCC3CCCO3)cc2)c2ccccc2c1=O (stereo unspecified)
→ -8	1.4	-15	-6	-11	20	-1	-6	-13
> COc1ccccc1NC(=O)N1CCN(c2ccccn2)CC1
→ 62*	0.33	/	/	/	6	6	/	/
> COc1nc(-c2ccccc2)c2c(c1C#N)CC(C)(C)OC2
→ -3	-0.66	-9	-14	-16	6	-1	7	2
> O=C(CC(c1ccccc1)c1ccco1)N1CCOCC1 (stereo unspecified)
→ -9	-0.39	-8	-11	-10	-2	/	9	-5
> COc1ccc(O)c(/C=N/NC(=O)c2ccc(OCc3cccc(Br)c3)cc2)c1
→ -10	-0.76	7	13	-2	-26	-12	-9	-21
> CCCCCn1nc(C)c(/C=N\NC(=O)c2cc(C)oc2C)c1C
→ -8	2	18	6	-17	-21	/	10	-23
> O=c1oc2ccccc2cc1-c1csc(Cc2nc(-c3ccc(Br)cc3)cs2)n1
→ 1	0.017	24	-3	-16	-29	-10	6	-20
> CCCOc1ccc(CC(=O)NNC(=S)Nc2ccccc2)cc1Br
→ -11	1.4	6	13	/	-19	/	-2	10
> Cc1cc(C(=O)NNC(=S)NC(C)c2ccccc2)c2ccccc2n1 (stereo unspecified)
→ -6	0.077	0	2	-2	-8	3	-21	-55
> Nc1nnc(CCS(=O)(=O)c2cc(Cl)ccc2Cl)s1
→ -5	-0.0059	/	-4	-4	0	4	12	5
> COc1cccc(NC(=O)CNC(=O)c2ccc(F)cc2)c1
→ -12	-0.22	6	22	-4	7	13	-2	26
> COc1ccccc1CNC(=O)C1CCN(S(=O)(=O)N2CC(C)CC(C)C2)CC1 (stereo unspecified)
→ -3	-0.24	-6	49	-13	-4	0	8	14
> Cc1cc(C)nc(Sc2ccc3nnc(C(F)(F)C(F)(F)C(F)(F)F)n3n2)n1
→ 4	-0.38	7	-2	-4	4	6	-2	6
> COC(=O)/C=c1/sc2nc3ccccc3n2c1=O
→ -9	-0.76	/	2	-10	23	5	23	2
> CC(C)(C)NC(=O)COC(=O)c1ccc(O)cc1
→ -12	-0.33	4	-7	5	-1	3	-10	-2
> Cc1ccc(SCCC(=O)NCCSCc2ccccc2C)cc1
→ -4	2	11	83*	-18	11	-15	-19	32
> CCn1c(NCc2ccccn2)nc2c1c(=O)n(C)c(=O)n2C
→ -6	4*	-1	12	-8	-5	0	10	-18
> O=C(COC(=O)[C@H](Cc1ccccc1)N1C(=O)c2ccccc2C1=O)Nc1ccc2c(c1)OCO2
→ -7	0.045	8	1	-2	-9	-12	-16	-96
> Cc1oc(C(C)(C)C)cc1C(=O)Nc1ccc2c(c1)OCCO2
→ -12	/	8	4	2	23	1	0	8
> CCOc1oc(-c2ccc(OC)cc2)nc1C(F)(F)F
→ -3	-0.0096	-7	5	-11	16	-6	8	-16
> CN(c1ccccc1)c1nc(N2CCCC2)nc(-n2ccnc2)n1
→ -1	0.82	/	5	-26	9	12	12	-43
> Cc1cc(=O)n2[nH]c(C)c(-c3ccccc3)c2n1
→ -8	/	-4	-8	14	-10	-15	4	24
> O=c1ccn(-c2cccc(C(F)(F)F)c2)nc1-c1ccn(-c2cccc(Cl)c2)n1
→ -5	-0.12	5	2	-18	-53	-7	-6	2
> COc1ccccc1N1CCN(S(=O)(=O)c2ccc(Cl)s2)CC1
→ 4	-0.19	5	26	-4	31	-1	6	-10
> O=C(O)C1C2C=CC(C2)C1C(=O)N1CCN(C/C=C/c2ccccc2)CC1 (stereo unspecified)
→ -2	/	-1	5	-29	-8	-2	-10	-25
> CC(C)(C)c1cc(NC(=O)CCSc2nnc3ccccn23)cc(C(C)(C)C)c1
→ -10	-0.08	-17	-9	12	-10	/	-11	-3
> O=S(=O)(Nc1ccc2c(c1)nc1n2CCN(Cc2ccccc2)C1)c1ccc(Cl)cc1
→ -6	2	51	0	-30	-13	-7	15	3
> COc1ccc(OC)c(N(CC(=O)NCc2cccnc2)S(C)(=O)=O)c1
→ -7	-0.58	-10	4	7	-13	3	16	16
> Cc1nn(-c2ccccc2)c(C)c1C(=O)OCC(=O)NCc1ccco1
→ -11	0.35	1	-1	-14	-20	9	-18	-24
> CC12CCC(C(=O)N(CSC(=S)N/N=C\c3ccccc3Cl)C1=O)C2(C)C (stereo unspecified)
→ -8	0.43	8	-3	1	-10	/	22	95*

Further results follow:
Each structure is followed by: PLK1 kinase inh	hDAT+cocaine	F-actin modifier	sEH inh	HUVEC tox TNFa	PLK1 PBD inh	Ecoli WT expand	VCAM1 TNFa inh	HUVEC tox IL1B
> C/C(N)=C(/C#N)C(=O)COc1ncnc2ccccc12
→ -4	0.44	/	10	/	-30	2	/	11
> O=C(Nc1ccc(N2CCOCC2)cc1)c1cccc(S(=O)(=O)N2CCC(Cc3ccccc3)CC2)c1
→ -11	0.38	-11	18	-3	8	-10	2	-7
> Cc1cccc(C)c1NC(=O)c1cc(S(=O)(=O)N2CCOCC2)ccc1F
→ -16	0.022	6	-2	-5	-13	/	10	-52
> Cc1ccc(C)c(C(=O)NC2CC(C)(C)NC(C)(C)C2)c1
→ -5	-0.63	12	-2	-4	9	2	4	23
> Cc1ccc2cc(CN(C(=O)c3ccco3)c3ccccc3C)c(=O)[nH]c2c1
→ -5	0.63	7	/	-9	-34	-2	13	-4
> CCNC(=S)NN(c1ccccc1)c1ccccc1
→ 0	-0.52	2	-7	3	-11	0	18	-1
> CN(CCOC(=O)c1ccc2c(c1)OCCO2)C(C)(C)C
→ -3	-1.4	/	4	/	0	/	/	3
> C=C(C)Cn1c(=S)[nH]c2ccccc2c1=O
→ -9	-0.83	-9	8	3	13	-5	8	-76
> CCC(=O)Nc1c2c(nn1-c1ccc(OC)cc1)CS(=O)C2 (stereo unspecified)
→ -9	-1.2	5	/	-53	-25	2	9	-6
> CCC(C)(C)NC(=O)CN(C(=O)CCC(=O)Nc1ccccn1)c1ccc(F)c(Cl)c1
→ 11	-0.028	4	10	-10	-7	2	-15	5
> O=C(O)c1ccccc1S(=O)(=O)c1ccccc1CO
→ 13	-0.015	3	2	-20	2	-5	4	-70
> O=C(NCc1cccs1)c1cc2c(s1)-c1ccccc1OC2
→ 0	0.11	-13	20	-6	-38	-1	-2	-9
> Cc1cc(C)n(-c2ccc(C(=O)NC(C)C)cc2)n1
→ -4	-0.46	12	-15	4	11	3	-16	-1
> NC(=O)C1CCN(C(c2ccccc2Cl)c2nnnn2CC2CCCO2)CC1 (stereo unspecified)
→ -7	-0.75	-3	7	-31	-3	-4	8	-9
> Cc1ccc(N(CC(=O)Nc2ccccc2C(=O)N2CCOCC2)S(C)(=O)=O)cc1
→ -9	-0.4	6	-9	15	9	/	-3	28
> CN1CCc2nc(SCC(=O)Nc3ccc(Cl)cc3)c(C#N)cc2C1
→ 53*	-0.0014	-6	0	-1	-13	1	14	-11
> O=C(NCCN1CCOCC1)c1ccc(CS(=O)(=O)c2ccc(Cl)cc2)o1
→ -7	0.16	-7	-15	-10	-4	-5	-12	-72
